# Source: PubChem BioAssay (Fisher Drug Discovery Resource Center)
# NPYLR7 agonist: agonists of mosquito NPYLR7 receptor, primary screen, cell-based, Aedes aegypti, calcium fluorescence, mosquito biting behavior; Aedes aegypti neuropeptide Y-like receptor 7 (NPYLR7); HEK293T NPYLR7/Galpha15, GCaMP6s calcium fluorescence; activation, % at 10 µM; 0.15% of 270,000 active; in the data active = activation above about 40%;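 also: 0% = vehicle and 100% = reference agonist at the receptor; some compounds past the cut are filed as inactive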
# mcGAS lum: cyclic GMP-AMP synthase inhibitors, mouse, primary biochemical chemiluminescence; recombinant cGAS, Kinase-Glo ATP depletion luminescence; 0.15% of 160,000 active; AID 1259399, 2018; inhibition, % at 12.5 µM; Q8C6L5;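 also: 0% = negative control wells and 100% = reference inhibitor with no enzyme activity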
# hcGAS inh: Primary biochemical luminescence assay for human cyclic GMP-AMP synthase inhibitors | recombinant h-cGAS, ATP depletion, Kinase-Glo luminescence | inhibition, % at 12.5 µM | 0.081% of 290,000 active;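 also: 0% = vehicle reaction and 100% = reaction without DNA for no activity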
# Target sequence (Q8N884 whole entry, looked up): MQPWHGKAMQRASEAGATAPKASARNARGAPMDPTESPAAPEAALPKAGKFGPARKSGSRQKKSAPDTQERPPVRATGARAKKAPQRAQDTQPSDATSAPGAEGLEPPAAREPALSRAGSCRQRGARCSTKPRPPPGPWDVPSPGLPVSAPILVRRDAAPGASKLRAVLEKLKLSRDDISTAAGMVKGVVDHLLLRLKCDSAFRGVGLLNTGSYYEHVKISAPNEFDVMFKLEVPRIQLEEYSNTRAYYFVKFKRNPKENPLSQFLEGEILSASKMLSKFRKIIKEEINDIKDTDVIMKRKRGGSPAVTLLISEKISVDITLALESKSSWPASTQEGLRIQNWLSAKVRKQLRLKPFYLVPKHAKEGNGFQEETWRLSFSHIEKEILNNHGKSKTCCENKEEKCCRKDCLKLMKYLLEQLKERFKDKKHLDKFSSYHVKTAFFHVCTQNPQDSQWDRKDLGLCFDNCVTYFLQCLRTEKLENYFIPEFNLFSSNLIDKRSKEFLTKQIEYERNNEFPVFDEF
# Starred values were filed as active, the others as inactive; . = no result given; & = joins results of further samples. Rule as the data show it, unless noted: active = inhibition above about 40%; inactive = the rest.
1: Cc1cc(N)n(-c2ccccc2)n1
2: Fc1ccc(Nc2nc(NCCCn3ccnc3)nc3[nH]ncc23)cc1
3: Cc1nc(CN2CCCC(O)(CN(C)C)CC2)sc1C (stereo not drawn)
4: COc1ccccc1-n1c(SCC(=O)N(CCC#N)c2ccccc2)nnc1-c1cccs1
5: COCCC1CN(Cc2cc3ccc(C)cc3[nH]c2=O)CCO1 (stereo not drawn)
6: CC(C)(C)n1nc2c(c1NC(=O)c1ccc(C(=O)c3ccccc3)cc1)CSC2
7: O=C(Nc1c(F)cc(Br)cc1Br)N1CC(=O)N2CCc3ccc(Cl)cc3C2C1 (stereo not drawn)
8: CCN(C)c1c(C)nc2c(OCc3ccc(C(=O)OC)cc3)cccn12
9: CCNC(=O)N1CCSC12C(=O)N(Cc1ccc(F)c(F)c1)c1ccc(C)cc12 (stereo not drawn)
10: CCOC(=O)C(Cc1ccc(Oc2ccc(N)cc2)cc1)(NC(C)=O)C(=O)OCC

Screen / compound no.	1	2	3	4	5	6	7	8	9	10
NPYLR7 agonist	-3.5	1.8	6.3	-0.3	12.9	-4.9	4.8	12.0	6.8	-10.2
mcGAS lum	-5.4	.	.	-7.0	.	-6.7	-3.2	-4.2	-4.8	-2.4
hcGAS inh	-2.3	2.1	-10.5	-5.3	-7.7	-6.2	2.2	-5.8	-4.1	5.5

11: COc1cccc(C(c2ccccn2)N(C)C(=O)C2CCN(C(=O)c3cccs3)CC2)c1 (stereo not drawn)
12: O=S(=O)(NCc1cn2ccccc2n1)c1ccccc1
13: O=S1(=O)N(Cc2ccccc2)C[C@H](O)[C@]12CCNC2
14: Cc1nn(C)c(C)c1NC(=O)CN1C(=O)NC(c2cc(Br)ccc2F)C1=O (stereo not drawn)
15: CC1(C)CC(NCC(O)COCc2ccco2)CC(C)(C)N1 (stereo not drawn)
16: Cc1cc(=O)oc2c(O)c(O)ccc12
17: CCCCn1c(SCC(=O)NC(C)(C)CC)nc2sc3c(c2c1=O)CCC3
18: CCOC(=O)N1CCN(C(=O)c2cc(-c3ccc(OC)cc3OC)nn2-c2ccc(Cl)cc2)CC1
19: Cn1nc(-c2ccc(F)cc2)nc2c(=O)n(C)c(=O)nc1-2
20: CCCc1nc2ccccc2c(C(=O)OCC#N)c1CC

Screen / compound no.	11	12	13	14	15	16	17	18	19	20
NPYLR7 agonist	-1.6	8.7	0.0	-5.4	4.5	-8.1	4.5	-3.8	2.2	-2.2
mcGAS lum	-4.5	.	-2.9	.	-1.5	3.8	.	-4.7	67.3*	.
hcGAS inh	-2.6	-1.0	-0.7	-4.9	6.1	4.3	-11.2	-4.8	25.7	-7.5

21: C=CCN(CC=C)S(=O)(=O)c1nc2nc(C)c(C)c(C)n2n1
22: CCn1c(C)c(C(=O)CN(C(=O)/C=C/c2ccccc2)C2CCCCC2)c(C)c1C(=O)OC
23: COCC(=O)N1CCCC(Nc2ccccc2)C1 (stereo not drawn)
24: COCCCN(CC(=O)Nc1cc(C(C)(C)C)nn1-c1ccc(C)cc1C)C(=O)c1cccs1
25: CN1CCN2CCN(S(=O)(=O)N3CCCCC3)CC2C1=O (stereo not drawn)
26: Cc1cccc(N2CCN(CC(=O)NCc3ccccc3C)CC2)c1
27: O=C(CSc1nc(=O)n(CC2CCCO2)c2c1CCCC2)NC1CCCCC1 (stereo not drawn)
28: Cc1nc2n(n1)C(=O)C(C(c1ccc(Cl)c(Cl)c1)N1CCC(C)CC1)S2 (stereo not drawn)
29: Cc1[nH]n(-c2nc(-c3ccc(Br)cc3)cs2)c(=O)c1N=Nc1ccccc1C(F)(F)F
30: CCOc1cc(C2Nc3ccccc3N=C3CC(c4ccccc4)CC(=O)C32)cc(Cl)c1O (stereo not drawn)

Screen / compound no.	21	22	23	24	25	26	27	28	29	30
NPYLR7 agonist	0.4	5.0	6.4&7.0	5.2	5.7	-5.4	-7.5	1.8	6.9	-6.9
mcGAS lum	.	-0.2	.	-2.0	.	.	-7.5	-6.0	-4.6	-3.5
hcGAS inh	-4.3	1.9	-3.7&-3.2	2.6	-5.5	-5.2	-6.2	-6.2	-4.1	-4.5

31: N#CC(c1ccccc1)N1CCC(c2ccccc2)=N1 (stereo not drawn)
32: Cc1[nH]cnc1-c1c(-c2ccccc2)ncn1Cc1cnn(-c2ccccc2)c1
33: Cc1ccc(-c2cccc(CN3CCCC4(CC3)CNC(=O)O4)c2)o1 (stereo not drawn)
34: COC(=O)Nc1sc(C)c(-c2ccccc2)c1C#N
35: CCOC(=O)c1cc(-c2ccccc2C)n(-c2ccc(C(=O)NCCc3ccc(F)cc3)cc2)n1
36: CNC(=O)c1cccc(NS(=O)(=O)C2=CCCCC2)c1
37: Cc1c([N+](=O)[O-])c([N+](=O)[O-])nn1CC(=O)NCc1ccccc1
38: COc1ccc(CN2CCn3nc(C(=O)NCCCc4ccccc4)cc3C2=O)cc1
39: CCc1cccc(NC(=O)c2ccc(CN3CCC(NC(C)=O)C3)cc2)c1 (stereo not drawn)
40: CC1CNc2c(cccc2S(=O)(=O)N[C@@H](CCCN=C(N)N)C(=O)N2CC[C@@H](C)C[C@@H]2C(=O)O)C1 (stereo partly drawn)

Screen / compound no.	31	32	33	34	35	36	37	38	39	40
NPYLR7 agonist	-3.7	12.3	3.0	5.9	5.0	0.8	-6.4	-2.4	6.4	-6.4
mcGAS lum	.	-12.6	-10.3	.	-6.6	.	-3.8	-3.7	0.9	.
hcGAS inh	-12.7	-4.3	-1.3	2.3	-6.3	0.6	-3.9	-4.3	-6.3	-3.4

41: Cc1cc(C(=O)N(CCC#N)Cc2cccnc2)n2nc(-c3ccccc3)cc2n1
42: O=C(O)CSCc1nnnn1-c1ccccc1
43: CN1C/C(=C/c2ccncc2)C(=O)/C(=C/c2ccncc2)C1
44: CC(C)CC1CN(c2cc(N(C)C)ncn2)CCO1 (stereo not drawn)
45: Cc1ccc(NCC(=O)NNC(=O)c2cc(Cl)ccc2F)c(C)c1
46: Cc1oc(C)c(C(=O)NCC(C)c2nc3ccccc3s2)c1C (stereo not drawn)
47: COc1ccc(S(=O)(=O)N2CCN(c3cccc(C)c3C)CC2)c2ccccc12
48: CN(C(=O)c1ccc(=O)[nH]c1)C(c1ccccc1)c1ccccc1
49: Cc1noc(C2CCN(C(C(N)=O)c3ccccc3)CC2)n1 (stereo not drawn)
50: O=C(NCc1ccc2c(c1)OCO2)c1cc(=O)c(OCc2ccccc2)c[nH]1

Screen / compound no.	41	42	43	44	45	46	47	48	49	50
NPYLR7 agonist	22.9	10.1	-3.4	.	6.1	-1.1	5.2	2.9	5.0	4.3
mcGAS lum	-6.9	.	.	-5.6	.	.	.	-16.5	.	.
hcGAS inh	-6.8	-5.0	-3.2	-9.9	-5.3	-2.2	-4.8	-6.6	-4.1	-1.9

51: CC(C)(C)c1ccc(N(CCCN2C(=O)c3cccc4cccc(c34)C2=O)C(=O)c2cccs2)cc1
52: Cc1nc2ccc(CC(=O)N3CCC(O)(CO)CC3)cc2[nH]1
53: C=CCSc1nnc2c(n1)OC(c1ccco1)Nc1ccccc1-2 (stereo not drawn)
54: CCc1ccc(CN(C)Cc2cc(F)c(O)c(OC)c2)nc1
55: O=C1c2ccccc2-c2nn(CN3CCN(c4ccccc4)CC3)c3cccc1c23
56: CCOC(=O)C1=C(C)NC2=C(C(=O)CCC2)C1c1cc(OC)c(OC)c(OC)c1 (stereo not drawn)
57: Cc1ccccc1CN1C(=O)C(C)Sc2ccc(-c3ccco3)cc21 (stereo not drawn)
58: COc1ccc(NC2=NS(=O)(=O)c3cc([N+](=O)[O-])ccc32)cc1
59: NC(=O)c1cc2cc(Br)ccc2oc1=Nc1ccc(F)cc1F
60: CCSc1nnc2c(n1)OC(c1cc(C(C)(C)C)c(O)c(C(C)(C)C)c1)Nc1ccccc1-2 (stereo not drawn)

Screen / compound no.	51	52	53	54	55	56	57	58	59	60
NPYLR7 agonist	5.3	-1.2	17.7	6.7	87.7*	-3.9	15.6	-15.4	-4.7	3.2
mcGAS lum	.	.	-1.5	-8.3	4.4	-7.7	.	-0.2	1.6	-6.3
hcGAS inh	1.1	-8.8	-6.9	-5.5	14.5	-3.4	1.5	5.3	-0.5	-2.5

61: COCC(C)NC(=O)Nc1cc(-c2ccccc2C)nn1CCO (stereo not drawn)
62: CC(=O)NC1=NN(C(C)=O)C(C)(c2ccccc2)S1 (stereo not drawn)
63: COc1cccc(OC)c1CN1CC(O)CN(C(=O)CC(C)C)CC1=O (stereo not drawn)
64: COc1cc(OC)nc(N2C[C@H]3OC(=O)N(Cc4ccccc4OC)[C@H]3C2)n1
65: O=c1[nH]c(-c2ccccc2O)nc2ccccc12
66: Cc1cccc(C(=O)N(Cc2cc(NC(=O)CC(C)C)ccc2N(C)C)C(C)C)c1
67: C=CCCC(O)CN(Cc1ccco1)Cc1c(CC)nn(-c2ccccc2)c1Oc1ccccc1 (stereo not drawn)
68: Cc1oc(-c2cccs2)nc1CN1CCCC(CO)(Cc2ccccc2)C1 (stereo not drawn)
69: CC1C(=O)N(c2ccccc2-c2ccccc2)CCN1C(=O)C1CC1 (stereo not drawn)
70: Cc1nc2sccn2c1CN1CCC(CO)(CC2CCCCO2)CC1 (stereo not drawn)

Screen / compound no.	61	62	63	64	65	66	67	68	69	70
NPYLR7 agonist	14.9	-5.6	20.8	15.1	2.6	-2.4	-2.7	1.2	-6.0	14.4&-2.0
mcGAS lum	.	.	-4.6	.	-5.0	-6.5	.	.	-5.6	-9.2
hcGAS inh	-2.5	-5.1	-1.1	-9.8	7.6	-3.9	7.9	-9.9	-3.8	-11.8&-4.9

71: CC1(C(=O)O)CCN1C(=O)Cc1cccc2ccccc12 (stereo not drawn)
72: COc1ncccc1-c1cccc(-c2nnc(C)s2)c1
73: CCOC(=O)c1ccc(OC2CC3CCC(C2)N3C(=O)c2ccc(CSc3ccc(C)cc3C)cc2)cc1 (stereo not drawn)
74: CC(=O)Nc1cccc(S(=O)(=O)N2CCC(N3CCCC3=O)CC2)c1
75: COC1C(=O)N(C2CCN(C(=O)NC3CCCCC3)CC2)C12CCOCC2 (stereo not drawn)
76: CCc1nnc(N2CCCC(c3nnc(CN4CCCC4)n3C)C2)s1 (stereo not drawn)
77: CC(C)C1=NOC(C(=O)N2CCC3(CC2)CNC(=O)C3)C1 (stereo not drawn)
78: Cc1ccc(N2C(=O)CSC2c2cccc(NC(=O)c3cccc(Cl)c3)c2)cc1F (stereo not drawn)
79: C=CC(=O)NCC1Cc2cc(OC)ccc2O1 (stereo not drawn)
80: COc1cccc(N2C(=O)CSC2c2cccc(NC(=O)c3cccc(F)c3)c2)c1 (stereo not drawn)

Screen / compound no.	71	72	73	74	75	76	77	78	79	80
NPYLR7 agonist	1.0	4.4	19.6	.	.	.	.	16.6	4.9	11.8
mcGAS lum	.	.	-6.2	-13.4	-1.0	-4.2	-8.6	-4.2	-5.8	-6.0
hcGAS inh	-8.9	-3.7	-0.8	-4.8	6.7	-12.0	-18.8	-4.8	-8.9	-4.0

81: c1csc(-c2cc(CSc3nnc(-c4cccs4)n3C3CC3)no2)c1
82: COc1ccc(N(C)Cc2nc3ccsc3c(=O)[nH]2)cc1OC
83: CCOC(=O)CCC(=O)N1CCN(C(C(=O)NCCCN2CCOCC2)C2CCCC2)CC1 (stereo not drawn)
84: CCc1ccc(C2=NNC(=NCc3ccc4c(c3)OCO4)SC2)s1

Screen / compound no.	81	82	83	84
NPYLR7 agonist	-1.7	10.3	-19.0	0.4
mcGAS lum	.	.	0.9	.
hcGAS inh	3.8	-5.5	1.6	-5.2

# 10 structures out of the list, sorted by molar mass, descending:
73: CCOC(=O)c1ccc(OC2CC3CCC(C2)N3C(=O)c2ccc(CSc3ccc(C)cc3C)cc2)cc1 (stereo not drawn)
83: CCOC(=O)CCC(=O)N1CCN(C(C(=O)NCCCN2CCOCC2)C2CCCC2)CC1 (stereo not drawn)
78: Cc1ccc(N2C(=O)CSC2c2cccc(NC(=O)c3cccc(Cl)c3)c2)cc1F (stereo not drawn)
80: COc1cccc(N2C(=O)CSC2c2cccc(NC(=O)c3cccc(F)c3)c2)c1 (stereo not drawn)
74: CC(=O)Nc1cccc(S(=O)(=O)N2CCC(N3CCCC3=O)CC2)c1
76: CCc1nnc(N2CCCC(c3nnc(CN4CCCC4)n3C)C2)s1 (stereo not drawn)
82: COc1ccc(N(C)Cc2nc3ccsc3c(=O)[nH]2)cc1OC
77: CC(C)C1=NOC(C(=O)N2CCC3(CC2)CNC(=O)C3)C1 (stereo not drawn)
72: COc1ncccc1-c1cccc(-c2nnc(C)s2)c1
79: C=CC(=O)NCC1Cc2cc(OC)ccc2O1 (stereo not drawn)

Screen / compound no.	73	83	78	80	74	76	82	77	72	79
NPYLR7 agonist	19.6	-19.0	16.6	11.8	.	.	10.3	.	4.4	4.9
mcGAS lum	-6.2	0.9	-4.2	-6.0	-13.4	-4.2	.	-8.6	.	-5.8
hcGAS inh	-0.8	1.6	-4.8	-4.0	-4.8	-12.0	-5.5	-18.8	-3.7	-8.9
